Screens (PubChem BioAssay)
mut p53 react: mutant p53 pathway re-activators, primary screen, cell-based, SW480, luciferase, single point, HTS | SW480 PUMA-promoter luciferase, p53 mutant reactivation | activation, % at 9.98 µM | 28,000 tested, 1.5% active; in the data active = activation above about 52%
STK33 inh: STK33 kinase inhibitors, primary screen, biochemical, luminescence, ADP-Glo, MBP substrate; Serine/threonine-protein kinase 33 (Homo sapiens), Q9BYT3; AID 2322, 2010; 27,000 tested, 0.44% active; inhibition, % at 12.5 µM; in the data active = inhibition above about 20%
Target sequence (Q9BYT3 whole entry, looked up): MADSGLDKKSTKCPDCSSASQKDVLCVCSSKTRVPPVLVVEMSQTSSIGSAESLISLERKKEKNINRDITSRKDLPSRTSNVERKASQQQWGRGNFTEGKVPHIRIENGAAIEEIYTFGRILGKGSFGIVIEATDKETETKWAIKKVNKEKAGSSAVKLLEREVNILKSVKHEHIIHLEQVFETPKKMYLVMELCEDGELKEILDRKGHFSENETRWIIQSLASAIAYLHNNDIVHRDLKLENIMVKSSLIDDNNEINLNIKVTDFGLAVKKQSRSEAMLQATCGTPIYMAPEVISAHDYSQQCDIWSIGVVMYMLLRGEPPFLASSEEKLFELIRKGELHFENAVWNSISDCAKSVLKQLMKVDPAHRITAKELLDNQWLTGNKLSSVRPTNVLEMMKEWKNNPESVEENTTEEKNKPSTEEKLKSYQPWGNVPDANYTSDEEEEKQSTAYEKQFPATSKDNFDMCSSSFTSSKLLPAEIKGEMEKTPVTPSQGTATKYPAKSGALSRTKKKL
Active calls of the source: *; . = no result given.

canonical_smiles	mut p53 react	STK33 inh
C[C@H](CO)N1C[C@H](C)[C@H](CN(C)C)Oc2ncc(C#Cc3ccccc3)cc2C1=O	.	0
O=C(CSc1n[nH]c(-c2ccco2)n1)Nc1ccc(Br)cc1	-21	0
Cc1cccc(-c2nnc(SCC(=O)Nc3cccc(C)c3C)n2C)c1	8	-2
Cc1ccc(S(=O)(=O)N(C)C[C@H]2OCc3cnnn3CCCC(=O)N([C@H](C)CO)C[C@H]2C)cc1	.	4
O=C(C[C@H]1C[C@H]2c3cc(NC(=O)CC4CC4)ccc3O[C@H]2[C@H](CO)O1)NCc1cccnc1	15	.
COc1cc(C2OCC3(OC4OC(CO)C(O)C(O)C4O)C(c4ccc(O)c(OC)c4)OCC23)ccc1O (configuration not stated)	-4	-4
O=S(=O)(CCc1nnc(-c2ccccc2)o1)c1ccc(Cl)cc1	-1	-2
C[C@@H]1CN([C@H](C)CO)C(=O)Cc2cc(NC(=O)CCN3CCOCC3)ccc2O[C@@H]1CN(C)S(=O)(=O)c1ccc(Cl)cc1	.	-2
CC(C)CC#Cc1ccc2c(c1)O[C@@H](CN(C)C(=O)Cc1ccccn1)[C@H](C)CN([C@H](C)CO)S2(=O)=O	-3	.
C[C@@H]1CCCCO[C@@H](CN(C)S(=O)(=O)c2ccccc2)[C@@H](C)CN([C@H](C)CO)C(=O)c2cc(NC(=O)c3ccncc3)ccc2O1	.	4
CC(C)NC(=O)N(C)C[C@@H]1OCCCC[C@H](C)Oc2ccc(NC(=O)Nc3ccc4c(c3)OCO4)cc2C(=O)N([C@H](C)CO)C[C@@H]1C	-5	.
COc1ccc(-c2cnc3c(c2)C(=O)N([C@H](C)CO)C[C@H](C)[C@H](CN(C)S(=O)(=O)c2ccc(F)cc2)O3)cc1	.	0
C=C1CC[C@@]2(OC1)O[C@H]1CC3[C@@H]4CC=C5C[C@H](O[C@@H]6OC[C@H](O)[C@H](O)[C@H]6O[C@@H]6O[C@@H](C)[C@H](O)[C@@H](O)[C@H]6O)C[C@@H](O)[C@]5(C)C4CC[C@]3(C)[C@H]1[C@@H]2C (some centres not stated)	-14	-4
COc1ccc(S(=O)(=O)N(C)C[C@@H]2Oc3ccc(NC(=O)CCCN(C)C)cc3C(=O)N([C@@H](C)CO)C[C@H]2C)cc1	4	.
CS(=O)(=O)N(CC(=O)N1CCC(C(N)=O)CC1)c1cc(Cl)c(Cl)cc1Cl	-7	1
COc1ccc(S(=O)(=O)Nc2ccc3c(c2)C(=O)N([C@H](C)CO)C[C@H](C)[C@H](CN(C)Cc2ccncc2)OCCCC[C@@H](C)O3)cc1	.	1
O=C1Nc2ccc(S(=O)(=O)NCCCO)c3cccc1c23	1	3
Cc1noc(C)c1S(=O)(=O)Nc1ccc2c(c1)C(=O)N([C@H](C)CO)C[C@@H](C)[C@H](CN(C)S(=O)(=O)c1cn(C)cn1)O2	.	0
COc1ccc(NC(=O)O[C@@H](c2ccc(OCCO)cc2)[C@@H](C)CCO)cc1	.	0
COc1cc(NS(=O)(=O)c2ccc(NC(=O)c3cccc4ccccc34)cc2)ncn1	-10	-5
C[C@@H]1CCCCO[C@H](CN(C)C(=O)CCC(F)(F)F)[C@@H](C)CN([C@H](C)CO)C(=O)c2cc(NS(C)(=O)=O)ccc2O1	6	0
CS(=O)(=O)N(CC(=O)Nc1ccc(Cl)c(C(F)(F)F)c1)c1cccc(Br)c1	-8	3
Cc1ccc(NC(=O)CSc2nc(C)cc(C(F)(F)F)n2)cc1	2	-5
C[C@H]1CN([C@@H](C)CO)C(=O)c2cc(-c3ccncc3)cnc2O[C@H]1CN(C)C(=O)Nc1ccc2c(c1)OCO2	25	.
CC1CCC/C=C/C(=O)c2c(O)cc(O)cc2CC(=O)O1 (configuration not stated)	.	-2
C[C@H](CO)N1C[C@H](C)[C@H](CN(C)Cc2ccc3c(c2)OCCN3C)OCc2cn(nn2)CCCC1=O	11	0
COCC(=O)N(C)C[C@H]1Oc2ncc(-c3ccc(C)cc3)cc2C(=O)N([C@H](C)CO)C[C@@H]1C	5	.
O=S(=O)(N[C@H]1CCN(Cc2cccc(OCCO)c2)C1)c1ccc2ccccc2c1	.	1
C[C@@H]1CCCCO[C@@H](CN(C)S(=O)(=O)c2ccc(F)cc2)[C@@H](C)CN([C@H](C)CO)C(=O)c2cc(NS(=O)(=O)c3ccc(Cl)cc3)ccc2O1	.	2
COc1ccccc1NC(=O)N(C)C[C@@H]1OCc2cn(nn2)CCCC(=O)N([C@H](C)CO)C[C@H]1C	.	0

Carrying on:
canonical_smiles	mut p53 react	STK33 inh
COc1ccc([N+](=O)[O-])cc1NC(=O)C1(c2ccc(OC)c(OC)c2)CCCCC1	1	3
CN(CC(=O)Nc1ccccc1C#N)S(=O)(=O)c1ccc(Br)cc1	10	2
Cc1noc(C)c1S(=O)(=O)Nc1cccc2c1O[C@@H](CN(C)C(=O)NC1CCCCC1)[C@@H](C)CN([C@H](C)CO)C2=O	1	.
C[C@H]1CN([C@@H](C)CO)C(=O)Cc2cc(NS(=O)(=O)c3cn(C)cn3)ccc2O[C@H]1CN(C)C(=O)Nc1ccccc1	.	-4
COc1ccc(-c2cnc3c(c2)C(=O)N([C@H](C)CO)C[C@H](C)[C@H](CN(C)S(=O)(=O)c2cn(C)cn2)O3)cc1	8	-6
C[C@H](CO)N1C[C@H](C)[C@H](CN(C)CC2CC2)Oc2ccc(NC(=O)Nc3cccc4ccccc34)cc2CC1=O	3	.
Cc1ccc(NC(=O)CC2NCCNC2=O)cc1 (configuration not stated)	-4	1
COc1ccc(S(=O)(=O)N(C)C[C@H]2Oc3ccc(NC(=O)NC4CCCCC4)cc3CC(=O)N([C@@H](C)CO)C[C@@H]2C)cc1	.	-2
Cc1cc(=O)[nH]c(SCC(=O)N2CCC(C(N)=O)CC2)n1	-2	1
O=C(CCN1C(=O)c2ccccc2S1(=O)=O)Nc1ccc(Oc2ccccc2)cc1	-6	0
CC1(C)Cc2c(sc3c2c(=O)n(Cc2ccccc2)c2nnc(SCC(=O)c4ccc(Br)cc4)n32)CO1	-7	-5
C/C=C/c1cnc2c(c1)C(=O)N([C@@H](C)CO)C[C@H](C)[C@@H](CN(C)C(=O)Cc1ccccc1)O2	11	.
C[C@@H](NC(=O)N(C)C[C@@H]1OCc2ccccc2-c2c(n(C)c3ccccc23)C(=O)N([C@@H](C)CO)C[C@@H]1C)c1ccccc1	1	.
C[C@@H]1CN([C@H](C)CO)C(=O)c2cc(NC(=O)C3CC3)ccc2O[C@@H]1CN(C)Cc1ccc(Cl)c(Cl)c1	-8	.
COc1cccc(S(=O)(=O)Nc2ccc3c(c2)[C@@H]2C[C@H](CC(=O)N4CCCCC4)O[C@@H](CO)[C@@H]2O3)c1	3	.
CCN(CC(=O)Nc1ccc(C(N)=O)cc1)S(=O)(=O)c1ccc(Br)cc1	1	6
COc1cccc(NC(=O)N(C)C[C@H]2OCc3cn(nn3)CCCC(=O)N([C@H](C)CO)C[C@H]2C)c1	.	0
C[C@H](CO)N1C[C@H](C)[C@H](CN(C)Cc2ccccc2)Oc2ncc(-c3cccc(C(F)(F)F)c3)cc2C1=O	-10	-1
COc1ccc(S(=O)(=O)N(C)C[C@H]2Oc3ccc(NC(=O)C4CC4)cc3CC(=O)N([C@@H](C)CO)C[C@@H]2C)cc1	.	1
C[C@@H]1CN([C@H](C)CO)C(=O)c2cccc(NC(=O)Nc3cccc4ccccc34)c2O[C@H]1CN(C)C(=O)NC1CCCCC1	-20	3
C[C@@H]1CN([C@H](C)CO)C(=O)c2cc(NC(=O)Nc3cccc4ccccc34)ccc2O[C@H]1CN(C)C(=O)NC1CCCCC1	-9	.
CC(=O)NCCc1c(Cc2ccccc2)[nH]c2ccccc12	12	.
CNC[C@@H]1Oc2ccc(NS(C)(=O)=O)cc2CC(=O)N([C@H](C)CO)C[C@@H]1C	13	-1
CC(=O)Nc1ccccc1NC(=O)COc1ccc(C(C)(C)C)cc1Br	-12	-2
COc1ccccc1NC(=O)CCc1nc(-c2ccc(Cl)cc2)no1	11	3
CCOC(=O)c1cc(NC(=O)CN2C(=O)COc3ccc(Cl)cc32)ccc1Cl	6	1
C[C@H](CO)N1C[C@H](C)[C@@H](CN(C)C(=O)Cc2ccccc2)OCc2cn(nn2)CCCC1=O	0	1
Cc1noc(C)c1S(=O)(=O)N(C)C[C@H]1Oc2ccc(NC(=O)Cc3ccccc3)cc2CC(=O)N([C@H](C)CO)C[C@H]1C	.	2
Cc1ccc(C(C)C)c(OCC(=O)Nc2cccc3nsnc23)c1	-12	8
Cc1ccc(S(=O)(=O)NC(C)C(=O)Nc2ccc3c(c2)OCCO3)cc1 (configuration not stated)	-17	1

5 of these compounds, set out differently.
The line under a structure holds: mut p53 react, STK33 inh
- C[C@H]1CN([C@@H](C)CO)C(=O)Cc2cc(NS(=O)(=O)c3cn(C)cn3)ccc2O[C@H]1CN(C)C(=O)Nc1ccccc1
→ ., -4
- COc1ccc(-c2cnc3c(c2)C(=O)N([C@H](C)CO)C[C@H](C)[C@H](CN(C)S(=O)(=O)c2cn(C)cn2)O3)cc1
→ 8, -6
- C[C@H](CO)N1C[C@H](C)[C@H](CN(C)CC2CC2)Oc2ccc(NC(=O)Nc3cccc4ccccc34)cc2CC1=O
→ 3, .
- Cc1ccc(NC(=O)CC2NCCNC2=O)cc1 (configuration not stated)
→ -4, 1
- COc1ccc(S(=O)(=O)N(C)C[C@H]2Oc3ccc(NC(=O)NC4CCCCC4)cc3CC(=O)N([C@@H](C)CO)C[C@@H]2C)cc1
→ ., -2

The main list resumes; the 2 compounds before the break are reprinted first.
canonical_smiles	mut p53 react	STK33 inh
Cc1ccc(C(C)C)c(OCC(=O)Nc2cccc3nsnc23)c1	-12	8
Cc1ccc(S(=O)(=O)NC(C)C(=O)Nc2ccc3c(c2)OCCO3)cc1 (configuration not stated)	-17	1
C[C@@H]1CN([C@@H](C)CO)C(=O)Cc2cc(NC(=O)CCCN(C)C)ccc2O[C@@H]1CN(C)S(=O)(=O)c1cccs1	-1	1
Cc1noc(C)c1NC(=O)Nc1ccc2c(c1)CC(=O)N([C@@H](C)CO)C[C@@H](C)[C@H](CN(C)S(=O)(=O)c1cn(C)cn1)O2	3	.
O=C(O)C1CC=CCC1C(=O)Nc1ccc(Cc2ccncc2)cc1 (configuration not stated)	-9	.
COc1ccc(NC(=O)N(C)C[C@H]2Oc3ccc(NC(=O)Nc4ccc5c(c4)OCO5)cc3CC(=O)N([C@H](C)CO)C[C@H]2C)cc1	.	-3
O=C(Nc1cccc2ccccc12)c1ccccc1NS(=O)(=O)c1cccc2cccnc12	-9	-2
O=C(Cn1nc(-c2ccccc2)c2ccccc2c1=O)Nc1ccc(O)cc1	6	7
C[C@H]1CN([C@@H](C)CO)C(=O)c2cc(NC(=O)C3CC3)ccc2O[C@H]1CN(C)S(=O)(=O)c1ccccc1	.	-2
COCC(=O)N(C)C[C@H]1Oc2ncc(-c3ccc(F)cc3)cc2C(=O)N([C@@H](C)CO)C[C@H]1C	2	.
O=C(O)CCCN1C(=O)c2cccc3cccc(c23)C1=O	.	1
CC1OC(Oc2ccc(-c3cc(=O)c4c(O)cc(OC5OC(CO)C(O)C(O)C5O)cc4o3)cc2)C(O)C(O)C1O (configuration not stated)	9	-1
Cc1noc(C)c1NC(=O)N(C)C[C@@H]1Oc2ccc(NC(=O)NC(C)C)cc2C(=O)N([C@H](C)CO)C[C@@H]1C	.	2
C[C@@H]1CN([C@H](C)CO)C(=O)c2cc(NC(=O)C3CCCCC3)ccc2O[C@@H]1CN(C)Cc1ccc(Oc2ccccc2)cc1	.	0
O=C(NCc1ccco1)C1CC(c2ccccc2O)=NO1 (configuration not stated)	10	2
C[C@H](CO)N1C[C@H](C)[C@@H](CN(C)C(=O)Nc2ccccc2)OCCCC[C@H](C)Oc2ccc(N(C)C)cc2C1=O	3	.
C[C@@H]1CN([C@@H](C)CO)C(=O)CCCn2cc(nn2)CO[C@@H]1CN(C)S(=O)(=O)c1ccc2c(c1)OCCCO2	1	-2
C[C@H]1CN([C@@H](C)CO)C(=O)c2cc(NS(=O)(=O)c3ccc(F)cc3)ccc2O[C@H]1CN(C)S(C)(=O)=O	.	0
Cn1c(SCC(=O)N2c3ccccc3CCc3ccccc32)nnc1-c1ccc(Cl)cc1Cl	14	-1
COc1ccc(CN(C)C[C@@H]2Oc3ccc(NS(=O)(=O)c4cccs4)cc3CC(=O)N([C@H](C)CO)C[C@@H]2C)cc1	.	-2
Cc1noc(C)c1NC(=O)Nc1ccc2c(c1)CC(=O)N([C@@H](C)CO)C[C@H](C)[C@H](CN(C)Cc1ccc(-c3ccccc3)cc1)O2	.	-2
COc1ccc([Si](C)(C)[C@H]2[C@H](CCO)O[C@@]3(C(=O)N(Cc4ccccc4)c4ccc(NC(C)=O)cc43)[C@@H]2C)cc1	.	13
COC(=O)c1cc(NC(=O)COc2ccccc2Cl)cc(C(=O)OC)c1	-7	4
C[C@@H]1CN([C@@H](C)CO)C(=O)c2cccc(NS(=O)(=O)c3cn(C)cn3)c2O[C@H]1CN(C)S(=O)(=O)c1cn(C)cn1	12	.
Cc1sc2nc(SCc3n[nH]c(=S)n3-c3ccccc3)nc(N)c2c1C	10	4
CCOc1ccc2nc(NS(=O)(=O)c3ccc4c5c(cccc35)C(=O)N4)sc2c1	-3	-1
NC[C@@H]1O[C@H](C23CC4CC(CC(C4)C2)C3)Cc2c1ccc(O)c2O	-5	-2
C[C@H](CO)N1C[C@H](C)[C@H](CN(C)S(=O)(=O)c2ccc(F)cc2)Oc2ccc(N(C)C)cc2CC1=O	.	0

Only part of the results is shown (hit frequency here may not be typical).
